High-throughput results from PubChem BioAssay.
NR2F2 inh = inhibitors of human COUP-TFII (NR2F2). P24468. HEK293T NGFI-A luciferase reporter, luminescence. inhibition, % at 8.6 µM. 370,000 compounds, 0.7% hits. AID 686940;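 active means inhibition above a per-plate cutoff, mean inhibition of test wells between control levels plus 3 SD, cut at about 38% in these data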;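 further: cells cotransfected with COUP-TFII expression vector driving the NGFI-A reporter; 0% = median of COUP-TF2 test wells and 100% = reporter-only cells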
Target sequence (P24468 whole entry, looked up): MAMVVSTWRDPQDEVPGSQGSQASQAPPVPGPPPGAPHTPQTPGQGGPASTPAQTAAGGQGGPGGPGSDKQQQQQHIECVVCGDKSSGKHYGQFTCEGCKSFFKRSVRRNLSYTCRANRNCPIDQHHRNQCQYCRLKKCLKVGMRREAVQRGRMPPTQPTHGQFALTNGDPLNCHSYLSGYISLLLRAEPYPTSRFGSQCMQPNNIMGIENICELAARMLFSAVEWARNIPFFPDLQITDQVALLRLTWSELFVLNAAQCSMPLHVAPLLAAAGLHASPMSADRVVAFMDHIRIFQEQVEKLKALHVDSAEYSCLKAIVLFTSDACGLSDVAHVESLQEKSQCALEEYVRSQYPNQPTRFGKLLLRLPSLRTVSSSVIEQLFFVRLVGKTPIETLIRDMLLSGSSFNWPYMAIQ
LRH-1 inv ag = NR5A2 inverse agonism in reporter assay; O00482; HEK293T StAR-luciferase reporter, LRH-1 transfected, 24 h; inhibition, % at 3.6 µM; 360,000 compounds, 0.13% hits; AID 602396;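 active means inhibition above the mean inhibition of all tested compounds plus 3 SD, cut at about 73% in these data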;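 further: 0% = DMSO wells and 100% = reporter-only cells lacking LRH-1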
Target sequence (O00482 whole entry, looked up): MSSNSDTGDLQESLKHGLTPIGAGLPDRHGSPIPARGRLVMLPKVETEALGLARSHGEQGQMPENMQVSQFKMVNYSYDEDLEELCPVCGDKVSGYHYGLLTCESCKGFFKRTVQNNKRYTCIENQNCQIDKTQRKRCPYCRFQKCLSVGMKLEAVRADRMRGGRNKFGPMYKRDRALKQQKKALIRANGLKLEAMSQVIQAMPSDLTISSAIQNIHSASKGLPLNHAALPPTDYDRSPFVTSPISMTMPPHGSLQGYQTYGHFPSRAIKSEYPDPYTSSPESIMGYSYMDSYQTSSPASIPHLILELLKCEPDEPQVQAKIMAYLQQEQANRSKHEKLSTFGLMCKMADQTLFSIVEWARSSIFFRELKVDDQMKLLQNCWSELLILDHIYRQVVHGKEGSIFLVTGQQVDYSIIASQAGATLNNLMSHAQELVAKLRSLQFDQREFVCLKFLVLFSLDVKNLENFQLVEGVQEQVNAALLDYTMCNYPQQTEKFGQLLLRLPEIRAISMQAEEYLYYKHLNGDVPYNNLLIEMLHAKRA
TROY NFkB inh = blocks TROY-dependent signaling in reporter cells. Q293 LMP1-TROYcd NF-kB luciferase reporter, 4 h. AID 1347056. inhibition, % at 10 µM. 360,000 compounds, 0.98% hits;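 active means compounds whose plate-normalised and pattern-corrected inhibition of the luciferase reporter signal at the single screening dose is 50% or more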
TWEAK Fn14 block = TWEAK-Fn14 signaling inhibition; TWEAK-stimulated Fn14 reporter cells, luciferase luminescence, 8 h; inhibition, % at 10 µM; 360,000 compounds, 2% hits; AID 1159606; in the data active means inhibition above about 50%
C8 TRAIL sens = sensitizes caspase-8 expressing cells to TRAIL; NB7+C8 cells + TRAIL, ATPlite viability luminescence; inhibition (viability loss, TRAIL sensitization), % at 10 µM; 360,000 compounds, 1% hits;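 active means compounds causing at least 50% loss of cell viability in the single-dose screen, relative to plate controls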
NCOA1 inh = inhibits human SRC1 coactivator | Q15788 | inhibition, % at 3.6 µM | 360,000 compounds, 0.12% hits | HEK293 GAL4-SRC1 luciferase reporter, luminescence | AID 588354;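 active means inhibition above the campaign mean plus 3 SD, with each screening campaign given its own cutoff, cut at about 60% in these data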;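 further: 0% = DMSO treated cells and 100% = gossypol at 36 µM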
LMP1 NFkB inh = inhibitors of Epstein-Barr LMP1-induced NF-kappaB reporter | LMP1-induced NF-kappaB luciferase reporter cells, luminescence | inhibition, % at 12.5 µM | 350,000 compounds, 0.69% hits | AID 504558; in the data active means inhibition above about 41%;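 further: 0% = neutral control wells and 100% = reference inhibitor control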
KKLEB tox = CF airway cell cytotoxicity counter-screen; AID 602141; KKLEB CF airway cells viability, ATPlite luminescence, overnight; hits give low values; cells stimulated with P. aeruginosa culture filtrate; activity change (cytotoxicity), % at 5 µM; 360,000 compounds, 0.36% hits;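 active means corrected activity change at or below -50% at 5 µM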
CF NFkB block = cystic fibrosis NF-kB activation inhibition. KKLEB NF-kB-GFP reporter, PAF-induced, GFP fluorescence overnight. inhibition, % at 5 µM. 360,000 compounds, 0.86% hits. AID 588850;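 active means at least 50% inhibition at 5 µM, scaled per plate between neutral and stimulator controls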;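 further: PAF is a Pseudomonas aeruginosa culture filtrate used as stimulus; plate controls were PAF-stimulated DMSO wells for no effect and unstimulated DMSO wells for full effect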
Shn3 inh set2 = Schnurri-3 reporter inhibition in Clone20 osteoblasts | Clone20 osteoblast Shn3 3'UTR firefly luciferase, 24 h | inhibition, % at 12.5 µM | 360,000 compounds, 0.52% hits;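 active means mean inhibition of at least 75% with every replicate also reaching 75%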;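 further: 0% = median of neutral control wells and 100% = pilot-screen positive control compound; some compounds past the cut are filed as inactive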
SRC3 inh = inhibits human SRC3 coactivator; Q9Y6Q9; HEK293 GAL4-SRC3 luciferase reporter, luminescence; inhibition, % at 3.6 µM; 360,000 compounds, 0.17% hits;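 active means inhibition above a per-campaign cutoff, the mean of all compounds plus 3 SD, cut at about 60% in these data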;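 further: 0% = DMSO-treated cells and 100% = gossypol-treated cells at 36 µM; higher means less SRC3-driven luciferase light from the GAL4 reporter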
An asterisk follows results filed as active.

`CC(C)(C)NC(=O)COC(=O)CCC(=O)c1ccc(F)cc1` gave NR2F2 inh 13.4, LRH-1 inv ag 9.4, TROY NFkB inh -10.1, TWEAK Fn14 block -19.2, C8 TRAIL sens 4.8, NCOA1 inh -18.2, LMP1 NFkB inh 3.4, KKLEB tox 3.7, CF NFkB block 6.9, Shn3 inh set2 2.2 and SRC3 inh 12.6.
Cc1cc(C)n(-c2nc3ccccc3nc2Nc2ccc(CC(=O)O)cc2)n1 was read as NR2F2 inh 8.2, LRH-1 inv ag 8.4, TROY NFkB inh -7.6, TWEAK Fn14 block 2.8, C8 TRAIL sens -4.2, NCOA1 inh -23.2, LMP1 NFkB inh -1.8, KKLEB tox -6.5, CF NFkB block -4.7, Shn3 inh set2 -16.4 and SRC3 inh -14.5.
NC(=O)Cn1c(=O)n(CC(=O)N2CCCCC2)c(=O)c2sccc21 was read as NR2F2 inh 12.8, LRH-1 inv ag 3.6, TROY NFkB inh -16.5, TWEAK Fn14 block -0.5, C8 TRAIL sens 6.7, NCOA1 inh -1.4, LMP1 NFkB inh 4.4, KKLEB tox -4.9, CF NFkB block 14.4, Shn3 inh set2 -4.7 and SRC3 inh 5.5.
For COc1cc(CC(=O)OCC(=O)Nc2cccc([N+](=O)[O-])c2)cc(OC)c1OC the results were NR2F2 inh 2.0, LRH-1 inv ag 12.7, TROY NFkB inh 14.8, TWEAK Fn14 block -11.0, C8 TRAIL sens -4.3, NCOA1 inh -5.4, LMP1 NFkB inh -10.7, KKLEB tox 6.4, CF NFkB block 10.8, Shn3 inh set2 14.3 and SRC3 inh 18.6.
For O=C(COc1ccc2c3c(c(=O)oc2c1)CCCC3)NCCCn1ccnc1 the results were NR2F2 inh 6.8, LRH-1 inv ag 37.0, TROY NFkB inh 9.6, TWEAK Fn14 block 4.3, C8 TRAIL sens 7.6, NCOA1 inh 6.9, LMP1 NFkB inh 2.5, KKLEB tox -2.1, CF NFkB block -17.5, Shn3 inh set2 -4.6 and SRC3 inh -5.5.
Screening CC[C@]12c3[nH]c4ccccc4c3CCN1C(=O)C(CC(=O)NCCc1ccccn1)C[C@@H]2C(=O)N1CCN(C(=O)C2CC2)CC1 (stereo partly drawn) returned NR2F2 inh 1.5, LRH-1 inv ag 17.6, TROY NFkB inh -13.1, TWEAK Fn14 block -11.5, C8 TRAIL sens 0.4, NCOA1 inh 2.4, LMP1 NFkB inh 4.7, KKLEB tox 9.8, CF NFkB block 6.0, Shn3 inh set2 -28.8 and SRC3 inh -1.1.
O=C1N=c2ccccc2=C1c1sc(=S)n(NC(=O)c2cccc(O)c2)c1O was read as NR2F2 inh -6.5, LRH-1 inv ag 6.2, TROY NFkB inh 12.1, TWEAK Fn14 block 9.1, C8 TRAIL sens 1.9, NCOA1 inh -5.0, LMP1 NFkB inh 2.6, KKLEB tox -10.0, CF NFkB block 7.9, Shn3 inh set2 -5.8 and SRC3 inh -0.3.
Screening COc1ccc(NC(=O)COc2ccc(CNCCCN3CCOCC3)cc2OC)cc1 returned NR2F2 inh -19.3, LRH-1 inv ag -31.5, TROY NFkB inh -16.7, TWEAK Fn14 block 5.5, C8 TRAIL sens -15.5, NCOA1 inh 2.3, LMP1 NFkB inh -2.2, KKLEB tox -2.3, CF NFkB block 4.6, Shn3 inh set2 -2.7 and SRC3 inh -24.7.
`S=c1[nH]nc(COc2ccc(Cl)cc2)n1C1CCCCC1` gave NR2F2 inh 0.0, LRH-1 inv ag 2.2, TROY NFkB inh 10.7, TWEAK Fn14 block 21.3, C8 TRAIL sens 20.8, NCOA1 inh -2.2, LMP1 NFkB inh -6.2, KKLEB tox -7.9, CF NFkB block -11.1, Shn3 inh set2 9.0 and SRC3 inh 10.4.
`COCCCNC(=O)CCc1nnc2ccc(N3CCC(C)CC3)nn12` gave NR2F2 inh -11.3, LRH-1 inv ag 8.2, TROY NFkB inh 0.8, TWEAK Fn14 block 18.0, C8 TRAIL sens -24.1, NCOA1 inh 11.3, LMP1 NFkB inh -10.3, KKLEB tox -7.2, CF NFkB block -1.5, Shn3 inh set2 12.9 and SRC3 inh 9.2.
NNC(=O)c1ccc(Cn2cc(Cl)cn2)cc1 was read as NR2F2 inh -16.2, LRH-1 inv ag 7.5, TROY NFkB inh 8.1, TWEAK Fn14 block -5.4, C8 TRAIL sens -4.7, NCOA1 inh 8.0, LMP1 NFkB inh 1.9, KKLEB tox 3.9, CF NFkB block -6.8, Shn3 inh set2 8.4 and SRC3 inh 6.3.
Screening COc1ccc(C2=CC(=O)C[C@H](c3ccc(Cl)cc3)C2)cn1 returned NR2F2 inh 4.2, LRH-1 inv ag 10.6, TROY NFkB inh -8.4, TWEAK Fn14 block -8.1, C8 TRAIL sens 0.3, NCOA1 inh -5.0, LMP1 NFkB inh -6.4, KKLEB tox -13.5, CF NFkB block -16.5, Shn3 inh set2 -14.4 and SRC3 inh 7.0.
`COc1ccc(CC(=O)NC2CCN(Cc3nnnn3C(C)(C)C)CC2)cc1OC` gave NR2F2 inh 16.1, LRH-1 inv ag -3.2, TROY NFkB inh 8.0, TWEAK Fn14 block -6.8, C8 TRAIL sens -5.7, NCOA1 inh -2.4, LMP1 NFkB inh 0.5, KKLEB tox -18.5, CF NFkB block 6.1, Shn3 inh set2 -9.4 and SRC3 inh 18.5.
For Cc1sc2nc(COC(=O)c3ccc(Cl)c(N)c3)[nH]c(=O)c2c1C the results were NR2F2 inh 13.4, LRH-1 inv ag 11.2, TROY NFkB inh 0.5, TWEAK Fn14 block -4.3, C8 TRAIL sens -19.3, NCOA1 inh -6.0, LMP1 NFkB inh -0.7, KKLEB tox 8.7, CF NFkB block -21.8, Shn3 inh set2 13.9 and SRC3 inh 4.5.
Screening O=C(COC(=O)c1cnc(Cl)c(Cl)c1)NCCC1=CCCCC1 returned NR2F2 inh 11.2, LRH-1 inv ag -7.5, TROY NFkB inh -0.5, TWEAK Fn14 block -14.2, C8 TRAIL sens 0.2, NCOA1 inh -25.2, LMP1 NFkB inh -2.1, KKLEB tox 2.7, CF NFkB block -21.7, Shn3 inh set2 -7.1 and SRC3 inh -3.2.
For CC1CCC/C(=C\Nc2ccc(O)cc2)C1=O (stereo not drawn) the results were NR2F2 inh 8.4, LRH-1 inv ag -8.9, TROY NFkB inh -0.9, TWEAK Fn14 block 13.8, C8 TRAIL sens -16.1, NCOA1 inh -22.6, LMP1 NFkB inh -16.4, KKLEB tox -8.7, CF NFkB block -8.4, Shn3 inh set2 -21.3 and SRC3 inh -14.7.
For CC1CCc2ccc(F)cc2N1S(=O)(=O)c1cccs1 (stereo not drawn) the results were NR2F2 inh -6.6, LRH-1 inv ag 9.9, TROY NFkB inh 3.6, TWEAK Fn14 block 6.5, C8 TRAIL sens 18.4, NCOA1 inh 12.6, LMP1 NFkB inh -1.5, KKLEB tox -8.6, CF NFkB block 10.6, Shn3 inh set2 -2.6 and SRC3 inh 21.5.
For O=C(NCc1ccccc1)c1ccccc1-c1nc2ccccc2[nH]1 the results were NR2F2 inh 9.8, LRH-1 inv ag 0.5, TROY NFkB inh 10.6, TWEAK Fn14 block 21.4, C8 TRAIL sens -6.7, NCOA1 inh 2.5, LMP1 NFkB inh 7.0, KKLEB tox -8.6, CF NFkB block -10.5, Shn3 inh set2 5.9 and SRC3 inh 13.2.
For C[C@H](NC(=O)c1nc[nH]c1C(=O)N[C@@H](CCCCNC(=O)OC(C)(C)C)C(=O)OC(C)(C)C)c1ccccc1 the results were NR2F2 inh 11.7, LRH-1 inv ag 3.1, TROY NFkB inh -1.6, TWEAK Fn14 block 2.8, C8 TRAIL sens 38.1, NCOA1 inh -10.2, LMP1 NFkB inh -5.9, KKLEB tox -3.3, CF NFkB block -9.8, Shn3 inh set2 12.7 and SRC3 inh 0.7.
For CCN1CCN(CCn2c(=S)[nH]c3ccccc3c2=O)CC1 the results were NR2F2 inh -20.9, LRH-1 inv ag -3.8, TROY NFkB inh -5.7, TWEAK Fn14 block 4.0, C8 TRAIL sens -5.9, NCOA1 inh 4.6, LMP1 NFkB inh -17.1, KKLEB tox -6.4, CF NFkB block 6.5, Shn3 inh set2 -6.7 and SRC3 inh 21.1.
Screening O=C(Nc1ccc2snnc2c1)N1CCN(c2ccccc2)CC1 returned NR2F2 inh -2.9, LRH-1 inv ag 15.6, TROY NFkB inh -14.0, TWEAK Fn14 block 8.2, C8 TRAIL sens -6.0, NCOA1 inh -9.7, LMP1 NFkB inh -1.9, KKLEB tox -11.1, CF NFkB block 9.3, Shn3 inh set2 19.9 and SRC3 inh 10.8.
For c1ccc2c(c1)OCCOCCOc1ccccc1OCCOCCO2 the results were NR2F2 inh 5.3, LRH-1 inv ag 27.1, TROY NFkB inh -5.7, TWEAK Fn14 block 2.5, C8 TRAIL sens -3.0, NCOA1 inh 3.0, LMP1 NFkB inh 2.9, KKLEB tox 7.9, CF NFkB block -6.2, Shn3 inh set2 41.3 and SRC3 inh 17.7.
Screening BrC(=C\c1ccccc1)/C=N/Nc1ccc2nncn2n1 returned NR2F2 inh -0.1, LRH-1 inv ag 0.7, TROY NFkB inh -34.1, TWEAK Fn14 block -12.2, C8 TRAIL sens -0.8, NCOA1 inh -4.1, LMP1 NFkB inh -4.2, KKLEB tox 2.8, CF NFkB block -4.7, Shn3 inh set2 -36.4 and SRC3 inh -17.8.
Screening O=C1C=C(NC2CCCCC2)CCC1 returned NR2F2 inh 1.5, LRH-1 inv ag 0.7, TROY NFkB inh -1.6, TWEAK Fn14 block -5.3, C8 TRAIL sens -19.2, NCOA1 inh -20.3, LMP1 NFkB inh -3.8, KKLEB tox 24.2, CF NFkB block -15.6, Shn3 inh set2 -3.3 and SRC3 inh 14.8.
For COc1cc(NC(=O)CSc2nc(C)cc(C)n2)cc(OC)c1OC the results were NR2F2 inh 3.0, LRH-1 inv ag -4.2, TROY NFkB inh -5.2, TWEAK Fn14 block -5.5, C8 TRAIL sens -25.7, NCOA1 inh -7.9, LMP1 NFkB inh 13.2, KKLEB tox -0.5, CF NFkB block 6.3, Shn3 inh set2 36.2 and SRC3 inh 9.5.
For CN1C[C@H](C(=O)NC2(C)OC3(O)[C@@H]4CCCN4C(=O)[C@H](Cc4ccccc4)N3C2=O)CC2c3cccc4[nH]cc(c34)C[C@H]21 (stereo partly drawn) the results were NR2F2 inh 9.1, LRH-1 inv ag 1.0, TROY NFkB inh -2.5, TWEAK Fn14 block 17.9, C8 TRAIL sens -3.7, NCOA1 inh -0.5, LMP1 NFkB inh 4.1, KKLEB tox -19.0, CF NFkB block 15.8, Shn3 inh set2 -7.1 and SRC3 inh -16.6.
For Fc1ccc(Cn2nnc(-c3ccc(CN4CCOCC4)cc3)n2)cc1 the results were NR2F2 inh 20.7, LRH-1 inv ag 28.8, TROY NFkB inh -15.2, TWEAK Fn14 block -22.0, C8 TRAIL sens 3.7, NCOA1 inh -13.7, LMP1 NFkB inh 20.6, KKLEB tox -2.2, CF NFkB block 10.7, Shn3 inh set2 18.7 and SRC3 inh -4.0.

Only part of the results is shown. The share of hits here may be higher or lower than overall.
